Pf growth 96h: P. falciparum growth inhibition at 96 hours; P. falciparum luciferase reporter growth, 96 h; Potency, µM (top dose mostly 28.7 µM), for inactives: at the highest dose activity change, negative = inhibition, most hits filed as inhibitors; 320,000 compounds, 6.9% hits; AID 504834; note: potency is the fitted concentration of half-maximal effect; % is set by controls: 0 for no effect and ±100 for the full control effect
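96 h incubation, 37 C, 5% CO2, of luciferase-reporter P. falciparum-infected RBCs (2% hematocrit, 0.05% parasitemia final) with test compounds; endpoint luminescence.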
TbPYK inhibitor: blocks Trypanosoma brucei pyruvate kinase; 410,000 compounds, 0.12% hits; TbPYK enzyme, Kinase-Glo Plus ATP luminescence, 45 min; Potency, µM (highest dose often 76.8 µM), without a hit: at the top dose activity, negative = inhibition, usual class: inhibitors; Q57TT1; note: potency is the fitted concentration of half-maximal effect; % is set by controls: 0 for no effect and ±100 for the full control effect; nearly all actives have a fitted effect of over 50% in size
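Assay buffer: 50 mM TEA pH 7.2, 100 mM KCl, 10 mM MgCl2, 0.05% BSA, 0.01% Tween-20. Pyruvate kinase from T. brucei plus substrate met compound, then ADP (130 uM final). Luminescence was read post 45 min RT.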
HCV inhibitor: blocks hepatitis C virus; Potency, µM (titrated, usually from 41.8 µM), for inactives: at the highest dose activity change, negative = inhibition, actives largely listed as inhibitors; 340,000 compounds, 3.4% hits; Huh7.5.1 HCVcc-Cre infection, luciferase reporter, 44 h; note: potency is the fitted concentration of half-maximal effect; % is set by controls: 0 for no effect and ±100 for the full control effect
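Whole-lifecycle infectious HCVcc-Cre system; cells 1,000/well, compound then virus (~0.5 moi) added 4 h after plating, 44 h culture. Luciferase read 15 sec following 15 min substrate incubation, room temp.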
LmPK inhibitor: blocks Leishmania mexicana pyruvate kinase activity; Q27686; purified LmPK, Kinase-Glo ATP luminescence, 1 h; Potency, µM (titrated, usually from 57.5 µM), without a hit: at the top dose activity change, negative = inhibition, most hits filed as inhibitors; 290,000 compounds, 0.37% hits; AID 1721; note: potency is the fitted concentration of half-maximal effect; % is set by controls: 0 for no effect and ±100 for the full control effect
Target sequence (Q27686 whole entry, looked up): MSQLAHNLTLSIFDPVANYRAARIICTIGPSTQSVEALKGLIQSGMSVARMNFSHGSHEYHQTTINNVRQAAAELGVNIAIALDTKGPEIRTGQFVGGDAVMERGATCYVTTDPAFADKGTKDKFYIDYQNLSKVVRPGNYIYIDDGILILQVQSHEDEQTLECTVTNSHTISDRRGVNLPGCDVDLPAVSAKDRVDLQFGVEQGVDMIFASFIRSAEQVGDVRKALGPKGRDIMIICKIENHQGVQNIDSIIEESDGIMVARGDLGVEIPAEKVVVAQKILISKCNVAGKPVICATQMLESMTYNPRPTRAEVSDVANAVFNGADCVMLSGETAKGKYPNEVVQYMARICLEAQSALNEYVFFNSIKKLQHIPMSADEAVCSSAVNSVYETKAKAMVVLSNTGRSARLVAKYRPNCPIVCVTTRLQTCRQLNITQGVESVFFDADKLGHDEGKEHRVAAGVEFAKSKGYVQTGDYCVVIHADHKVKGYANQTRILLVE
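Purified LmPK (0.1 nM) converted ADP (0.1 mM) to ATP with PEP (0.5 mM) in imidazole buffer pH 7.2 with KCl and MgCl2, 1 h at room temperature. ATP was read by Kinase-Glo luminescence; data normalized to uninhibited and no-enzyme controls.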
Pf growth 48h: inhibits P. falciparum growth in the first generation, 48 h; P. falciparum luciferase growth in erythrocytes, 48 h; Potency, µM (top dose mostly 28.7 µM), without a hit: top-dose activity change, negative = inhibition, most hits filed as inhibitors; 310,000 compounds, 5.9% hits; note: potency is the fitted concentration of half-maximal effect; % is set by controls: 0 for no effect and ±100 for the full control effect
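Read-out is firefly luciferase luminescence from an integrated reporter in P. falciparum, so falling signal marks reduced parasite growth. Infected erythrocytes were at 2% hematocrit and 0.1% parasitemia (final) in Albumax-supplemented RPMI 1640.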
CHX counter: counter-screen for Shiga toxin inhibitors: cycloheximide protein synthesis inhibition; cell reporter, cycloheximide protein synthesis inhibition counterscreen; max response, %; 300,000 compounds, 12% hits; AID 2314; in the data active = max response mostly above about 13%, no sharp cut-off; inactive = mostly below about 14%; note: read at 38.3 µM for the half of the compounds with a filed dose; 0% is about no effect
Shiga toxin inh: inhibitors of Shiga toxin in Vero cells; Vero cells, Shiga toxin protein synthesis inhibition reporter; inhibition, % at 38.7 µM; 290,000 compounds, 9.2% hits; in the data active = inhibition mostly above about 28%, no sharp cut-off; inactive = mostly below about 43%; note: 0% is about no effect
Active calls of the source: *; ? = inconclusive; . = no result given; & = joins results of further samples; [ ] = another dose, or the depositor's remark. Unless noted, calls come from the whole dose curve; as a rule, active = well fitted curve in the direction sought with a large enough effect; inconclusive = small, poorly fitted or top-dose-only effect, or another doubt; inactive = no such curve, though single readings can be large; an effect the other way counts as inactive or inconclusive.

SMILES	Pf growth 96h	TbPYK inhibitor	HCV inhibitor	LmPK inhibitor	Pf growth 48h	CHX counter	Shiga toxin inh
CN(C)CCNC(=O)c1onc(CSc2ccc(F)cc2)c1C(=O)NCCN(C)C	3.0%	-3.1%	?	-2.2%	13.1µM*	-6.2	3.2
O=C(c1ccccc1[N+](=O)[O-])N1CCCC(C(=O)N2CCCCCC2)C1 (configuration not stated)	398.4%[activator]	0.3%	19.6%	-10.1%	8.9%	-2.3	-11.9
Cc1nn2c3ccccc3nc2n(C)c1=O	.	-2.6%	0.7%	0.6%	-3.5%	-2.2	-11.3
C=CCn1c(SCC(=O)NC2CCCCC2)nnc1-c1ccccn1	?	-5.2%	12.7%	-2.2%	-12.3%	-3.2	-6.7
CCCCCN(C(=O)CCC(=O)OCc1ccccc1C(F)(F)F)c1c(N)n(CCCC)c(=O)[nH]c1=O	?	-3.3%	-13.2%	-4.2%	-6.8%	-1.4	-8.3
CC(=O)CC(=O)Nc1ccccc1NC(C)=O	27.9%	0.3%	4.7%	-8.8%	-0.4%	-2.6	35.7
Cc1cn(CC(=O)c2ccccc2)c2ccccc12	-2.2%	2.7%	13.1%	1.1%	?	12.3	-0.4
NC(=O)CC(NC(=O)c1ccccc1)c1ccc(N2CCCCCC2)c([N+](=O)[O-])c1 (configuration not stated)	3.1%	-4.1%	?	-11.0%	-6.0%	-2.1	-1.7
CCc1ccc(OCCNC(=O)c2ccccc2SCc2ccc(F)cc2)cc1	?	1.9%	?	-0.3%	44.8%[activator]	-2.4	0.9
CCN1CCN(CC(O)COCC2COc3ccccc3O2)CC1 (configuration not stated)	-19.1%	-6.3%	10.7%	-7.8%	40.1%[activator]	-0.4	-7.7
COc1ccc(CNC(=O)CN(c2ccc(C)cc2)S(=O)(=O)c2c(C)noc2C)cc1	68.6%[activator]	-0.3%&-5.6%	0.7%	-0.6%	-12.5%	-4.7	-2.4
O=C(NC1CC1)C1CCN(C2CCN(C(=O)CCOc3ccccc3)CC2)CC1	0.0%	6.7%	6.3%	-0.8%	25.7%	0.6	6.9
CCOC(=O)C1(Cc2cccc(Cl)c2)CCCN(C(=O)c2cc(C(C)C)nn2C)C1 (configuration not stated)	-7.5%	-1.9%	-11.8%	-10.2%	?	31.8*	35.5
O=C(Nc1nnc(-c2cccnc2)s1)c1cccs1	8.0%	-14.2%	26.0%	-18.8%	4.4%	9.1	-6.0
Cn1c(CSCCOc2ccccc2)n[nH]c1=S	-22.2%	?	1.6%	10.7%	4.5%	-1.3	5.8
O=C(Cn1c(NCCCO)nc2ccccc21)c1cccc(Br)c1	84.1%[activator]	15.3%	1.1%	-1.0%	-22.1%	-2.5	-11.7
COc1ccccc1C(c1nnnn1CCc1ccccc1)N1CCN(c2ccccc2)CC1 (configuration not stated)	?	0.5%	?	-5.4%	-2.9%	-1.7	-2.9
CCOc1ccc(NC(=S)N2CCC(NC(=O)C3CCCCC3)CC2)cc1	-3.3%	-3.2%	-2.8%	4.0%	29.8%	4.1	-9.9
CCCCN(C(=O)CCC(=O)Nc1cc(C)on1)C(C(=O)NC(C)(C)CC)c1cccc(OC)c1OC (configuration not stated)	-27.0%	13.3%	-7.9%	-0.5%	?	-1.8	-8.2
COC(=O)C1=C(c2c(C)noc2C)C[C@@H]2CC[C@H]1N2C(=O)NC1Cc2ccccc2C1	2.4%	0.2%	-7.5%	.	?	.	.
CC(C)N1CCC2(CC1)N=C(c1ccc3c(c1)OCO3)CC(c1cc(Cl)ccc1O)N2 (configuration not stated)	?	3.6%	?	-2.8%	?	47.1*	42.9*
CC(OC(=O)CCc1nc2ccccc2[nH]c1=O)C(=O)c1ccccc1 (configuration not stated)	-9.4%	-4.6%	-5.5%	2.4%	.	-7.3	-18.2
CCOc1ccc(NC(=O)NNC(=O)COc2ccc3ccccc3c2)cc1	2.62µM*	1.9%	8.5%	-7.9%	-0.9%	-3.4	-11.1
CC(NS(=O)(=O)/C=C/c1ccccc1)c1ccccc1 (configuration not stated)	4.6%	-1.0%	-6.8%	7.8%	0.5%	1.3	-5.4
O=C1CC(c2ccccc2)Sc2nc(-c3ccccc3)c(-c3ccccc3)n21 (configuration not stated)	-2.1%	5.0%	20.5%	1.6%	11.3%	-8.1	-8.5
O=C(Cn1c(=O)sc2ccccc21)N1CCOCC1	?	18.0%	-2.6%	-5.2%	7.4%	-0.5	-10.9
COc1ccc(OC)c(NC(=O)CCN2CCN(c3ccccc3)CC2)c1	?	0.7%	?	-1.6%	1.9%	-1.5	-3.9
CCOc1cc(/C=C/C(=O)c2ccc(O)cc2)ccc1OCC(=O)N(C)C	?	-1.8%	?	-3.0%	?	0.4	-4.3
Cc1cccc(OCC(=O)Nc2nc(-c3ccncc3)cs2)c1	6.9%	-0.4%	-2.3%	.	-8.8%	.	.
CCOC(=O)CC(=O)CSc1nc2c(sc(=S)n2-c2ccc(OCC)cc2)c(=O)[nH]1	-18.0%	22.9%	-12.8%	1.8%	?	-1.0	-2.9
Cc1c(CCO)c(=O)n(C)n1C(=O)c1ccc(F)cc1	46.1%[activator]	0.6%	1.8%	-4.8%	11.5%	1.4	-11.8
Cc1cccc(NC(=O)c2ccc(S(=O)(=O)N3CCN(C)CC3)cc2)c1C	-10.5%	5.4%	13.1%	0.3%	0.0%	-7.7	-5.7
CCCC(=O)Nc1sc2c(c1C#N)CCCC2	39.5%[activator]	0.7%	?	3.6%	44.0%[activator]	32.8*	73.7*
O=c1c2cc(-c3ccccc3)sc2ncn1-n1cccc1	.	0.2%	5.4%	-1.0%	108.7%[activator]	39.3*	79.4*
COc1ccc(Cn2c(CCC(=O)Nc3ccc(C)c(C)c3)nc3cccnc32)cc1	0.1%	3.0%&0.9%	?	0.0%	?	10.9	-18.0
CCCCCC1CC(CC(=O)NC(=S)Nc2ccc([N+](=O)[O-])cc2)C(=O)O1 (configuration not stated)	-28.0%	-1.4%	-5.4%	5.6%	-9.2%	-1.2	-7.1

Single values from the results shown.
O=C1CC(c2ccccc2)Sc2nc(-c3ccccc3)c(-c3ccccc3)n21 (configuration not stated) – Pf growth 96h = -2.1%
CCOc1ccc(NC(=S)N2CCC(NC(=O)C3CCCCC3)CC2)cc1 – Pf growth 48h = 29.8%

Carrying on:
SMILES	Pf growth 96h	TbPYK inhibitor	HCV inhibitor	LmPK inhibitor	Pf growth 48h	CHX counter	Shiga toxin inh
CC(C)n1c(CNC(=O)c2ccccc2)nc2ccccc21	0.2%	-7.6%	1.0%	-1.6%	-15.4%	-1.1	-2.3
Cc1snc(S(=O)(=O)/C(C#N)=N\Nc2ccccc2)c1C#N	21.6%	-6.9%	25.2%	1.5%	12.0%	2.1	9.9
NC(=O)C1CCN(c2cc(Cl)ccc2[N+](=O)[O-])CC1	5.6%	-5.3%	22.4%	-2.2%	-5.1%	6.0	11.4
Cc1ccc(S(=O)(=O)N(Cc2ccccc2)c2ccccc2C(=O)NCc2ccco2)cc1	5.86µM*	-9.6%	?	2.9%	10.4µM*	25.0*	31.2
COc1ccc2c3c([nH]c2c1)C(C)NCC3 (configuration not stated)	?	1.9%	-15.9%	3.3%	?	1.4	-12.7
CCOc1ccc(S(=O)(=O)n2cc(-c3ccccc3)c(N)n2)cc1	?	1.8%	5.0%	0.6%	?	-2.2	21.0
O=C(CCl)N1N=C(c2cccs2)CC1c1ccco1 (configuration not stated)	0.9%	-1.3%	?	5.3%	?	-2.1	-9.1
Cc1ccc(NC(=O)CN2C(=O)NC(C)(C3CC3)C2=O)c([N+](=O)[O-])c1 (configuration not stated)	-26.3%	0.2%	5.4%	.	-3.3%	.	.
CN(C)S(=O)(=O)c1ccc(NC(=O)COC(=O)C2CC3CCCC(C2)C3=O)cc1 (configuration not stated)	13.7%	-0.9%	9.4%	-0.4%	-12.1%	-1.3	10.7
O=C(Nc1ccccc1)C1CCN(C(=O)c2ccc([N+](=O)[O-])cc2)CC1	28.4%	0.2%	-5.3%	-0.3%	-19.1%	-3.0	-1.8
COc1ccc(Cc2noc(CN3CCCN(C4Cc5ccccc5C4)CC3)n2)cc1OC	10.2%	1.1%	?	6.0%	?	0.6	-5.9
C=CCNC(=O)COC(=O)CNC(=O)c1cc(Cl)cc([N+](=O)[O-])c1	30.6%[activator]	2.5%	-0.9%	-1.9%	6.3%	11.7	22.5

A draw from above in order of count of non-hydrogen atoms, smallest number first:
SMILES	Pf growth 96h	TbPYK inhibitor	HCV inhibitor	LmPK inhibitor	Pf growth 48h	CHX counter	Shiga toxin inh
COc1ccc2c3c([nH]c2c1)C(C)NCC3 (configuration not stated)	?	1.9%	-15.9%	3.3%	?	1.4	-12.7
O=C(CCl)N1N=C(c2cccs2)CC1c1ccco1 (configuration not stated)	0.9%	-1.3%	?	5.3%	?	-2.1	-9.1
Cc1snc(S(=O)(=O)/C(C#N)=N\Nc2ccccc2)c1C#N	21.6%	-6.9%	25.2%	1.5%	12.0%	2.1	9.9
CCOc1ccc(S(=O)(=O)n2cc(-c3ccccc3)c(N)n2)cc1	?	1.8%	5.0%	0.6%	?	-2.2	21.0
Cc1ccc(NC(=O)CN2C(=O)NC(C)(C3CC3)C2=O)c([N+](=O)[O-])c1 (configuration not stated)	-26.3%	0.2%	5.4%	.	-3.3%	.	.
CN(C)S(=O)(=O)c1ccc(NC(=O)COC(=O)C2CC3CCCC(C2)C3=O)cc1 (configuration not stated)	13.7%	-0.9%	9.4%	-0.4%	-12.1%	-1.3	10.7
Cc1ccc(S(=O)(=O)N(Cc2ccccc2)c2ccccc2C(=O)NCc2ccco2)cc1	5.86µM*	-9.6%	?	2.9%	10.4µM*	25.0*	31.2

A portion of the results above, as a working copy:
SMILES	Pf growth 96h	TbPYK inhibitor	HCV inhibitor	LmPK inhibitor	Pf growth 48h	CHX counter	Shiga toxin inh
CN(C)CCNC(=O)c1onc(CSc2ccc(F)cc2)c1C(=O)NCCN(C)C	3.0%	-3.1%	?	-2.2%	13.1µM*	-6.2	3.2
O=C(c1ccccc1[N+](=O)[O-])N1CCCC(C(=O)N2CCCCCC2)C1 (configuration not stated)	398.4%[activator]	0.3%	19.6%	-10.1%	8.9%	-2.3	-11.9

Going on with the list:
SMILES	Pf growth 96h	TbPYK inhibitor	HCV inhibitor	LmPK inhibitor	Pf growth 48h	CHX counter	Shiga toxin inh
CC1=NN(c2ccccc2)C(=O)/C1=C/c1cc(C)n(C2CC2)c1C	0.0%	-1.9%	-7.2%	0.5%	?	-0.7	-0.8
COC(=O)c1c(NC(=O)COC(=O)CCS(=O)(=O)c2ccc(C)cc2)sc(C)c1C	22.0%	3.2%	4.1%	-0.9%	13.2%	-1.6	-4.5
CCCc1cc(=O)[nH]c(SCC(=O)Nc2ccc(OC(F)F)cc2)n1	4.9%	-0.6%	0.1%	3.2%	4.8%	-8.5	-13.1
Cc1ccc(S(=O)(=O)Nc2cccc(CP(=O)(c3ccccc3)c3ccccc3)c2)cc1	9.28µM*	5.2%	-15.9%	6.0%	3.29µM*	-3.4	-8.2
Cc1ccc2c(c1)c1c(n2CC(O)CNC(C)(C)C)CCCC1 (configuration not stated)	?	-5.9%	?	1.2%	.	-4.4	-5.2
COc1ccc(F)cc1S(=O)(=O)Nc1cc2c3c(c1)CC(=O)N3CCC2	-2.7%	-3.5%	?	.	?	.	.
O=C(CSc1nncs1)N1CCN(S(=O)(=O)c2ccccc2)CC1	-0.5%	0.5%	18.1%	-8.4%	12.7%	-1.9	-19.8
